NCI-60 one-dose screen, 48 h, at 10 µM unless noted. Numbers give growth in % (100 = growth as untreated, 0 = no growth, -100 = all killed).
HL-60(TB) – HL-60(TB) leukemia cells | hit rate 9% among 78,000; active means growth percent below 10
* = called active by the depositor; & = joins results of further samples.

SMILES | HL-60(TB)
CCCCC1COc2cccc3c2N1C=C/C3=C\C(=O)N(Cc1ccccc1)c1ccc(OC)cc1 (configuration not stated) | 71
COc1ccc(-c2ccc(=O)n(-c3ccc(S(C)(=O)=O)cc3)n2)cc1OC | 86
CC(=O)OC1c2ccccc2C2c3ccccc3C1C2Cl (configuration not stated) | 143
Cc1cccc(O)c1 | 95
O=c1cc(-c2nc(-c3ccccc3)c(-c3ccccc3)[nH]2)c2cc(Cl)ccc2o1 | 112
Oc1c(C(Nc2ccccn2)c2cccc(Oc3ccccc3)c2)ccc2cccnc12 (configuration not stated) | -52*
C(#CCN1CCOCC1)CN1CCOCC1 | 105
NNC(=O)CN(CC(=O)NN)CC(=O)NN | 101
O=C1CC[C@@H](C(=O)N[C@H]2CSSC[C@@H](C(=O)NCCc3ccc(O)cc3)NC(=O)[C@H](Cc3ccccc3)NC(=O)[C@@H]3CCCN3C(=O)[C@@H]3CCCN3C2=O)N1 | 98
O=C(/C(=C\c1ccc([N+](=O)[O-])cc1)S(=O)Cc1ccc(Cl)cc1)c1ccc(Cl)cc1 (configuration not stated) | 59
Cc1cccc(Oc2ncccc2[N+](=O)[O-])c1C | 110
Cc1ccc(S(=O)(=O)Oc2ccc([N+](=O)[O-])cc2)cc1 | 100
COc1cc(C(=O)/C=C/c2cccnc2Nc2ccccc2)cc(OC)c1OC | -31*
COc1cc(N)c2c(c1N)C(=O)c1ccccc1C2=O | 78
Cc1[nH]ncc1NC(=O)c1cncc(C#Cc2cnc3ccc(OCC4(C)COC4)nn23)c1 | 90
Clc1ccc(Br)cc1 | 98
COc1cc(/C=N\Nc2ncc(-c3cc4cc(-c5ccccc5)ccc4o3)s2)cc(OC)c1OC | 73
Nc1nc(-c2cc3ccccc3o2)cc(=O)c(=O)[nH]1 | 107
O=C(Nc1ccc(Cl)c(Cl)c1)Nc1c(Oc2ccc(Cl)c(Cl)c2)ccc(Cl)c1S(=O)(=O)O | 4.2*
C=C(C[n+]1ccccc1)[C@@H]1CC[C@]2(COC(C)=O)CC[C@]3(C)[C@H](CC[C@@H]4[C@@]5(C)CC[C@H](OC(C)=O)C(C)(C)[C@@H]5CC[C@]43C)[C@@H]12 | 72
N#C/C(=C\Nc1ccccn1)C(=O)c1ccccc1 | 107
COc1cc(CNC(=O)CCCC/C=C/C(C)C)ccc1OCc1nnc(Nc2ccccc2Br)o1 | 90
Cc1nc(-c2cc3ccccc3oc2=O)ccc1C(=O)/C=C/c1ccc(N2CCOCC2)cc1 | 39
c1ccc(-c2ccccn2)nc1 | 111&112
Cc1nccc2c3ccc(OCc4cn(Cc5ccc(Br)cc5)nn4)cc3n(CCCc3ccccc3)c12 | 89
CCN1C(=O)N(CC)C2C1N=C(SCc1ccc(Cl)cc1)N2/N=C/C=C/c1ccccc1OC (configuration not stated) | 38
COc1cc(N=Nc2cc(Cc3ccc(N(C)C)cc3)c(N)cc2N(C)C)c2ncccc2c1 | -55*
CC1(C)OC2=C(CC1Br)C(=O)C(=O)c1ccccc12 (configuration not stated) | -8.1*
CCCN(CCC)CCCC(O)c1cccc2ccccc12 (configuration not stated) | 131
CC1(C)NCCC[C@]2(C)[C@H]3CC(=O)[C@H]4[C@@H]5C[C@](C)(CO)CC[C@]5(C)CC[C@@]4(C)[C@]3(C)CC[C@@H]12 | 102
CCOC(=O)Oc1ccc(Cl)cc1 | 97
CCOc1cc2c(cc1OCC)C(c1cc(C)c(O)c(C)c1)NCC2 (configuration not stated) | 82
CC12CCC3c4ccc(O)cc4CCC3C1CCC2NC(=O)Cc1ccc(N(CCCl)CCCl)cc1 (configuration not stated) | 75
CC(=O)OC1=C(Br)CCc2ccccc21 | 83
CCCCCC(C(=O)OCC)C(=O)OCC | 88
O=C(O)c1ccc(CNS(=O)(=O)c2ccc3ccccc3c2)cc1 | 68
CC(=S)Nc1ccccc1 | 103
FC(F)(F)c1nc2c(NCc3ccc(-c4ccccc4)cc3)cccc2[nH]1 | 21
COc1c(O[C@@H]2OC(C)[C@@H](O)[C@H](O)C2O)cc2oc3cc(O[C@@H]4OC(C)[C@@H](O)[C@H](O)C4O)c(CC=C(C)C)c(O)c3c(=O)c2c1CC=C(C)C (some centres not stated) | 71
CC1=C(C(=O)n2c3ccccc3c3ccccc32)C(c2ccc(Cl)cc2)C(C(=O)n2c3ccccc3c3ccccc32)=C(C)N1 | 97
COc1cc2oc(-c3cccc(NC(=O)[C@H](CCC(N)=O)NC(=O)OC(C)(C)C)c3)cc(=O)c2c(OC)c1OC | 99
Cc1ccccc1S(=O)(=O)n1cc(C(=O)C(=O)Nc2ccncc2)c2ccccc21 | 76
C=C(C)[C@@H]1CC[C@]2(C(=O)N3CCN(C)CC3)CC[C@]3(C)[C@H](CC[C@@H]4[C@@]5(C)C/C(=C/c6cccnc6)C(=O)C(C)(C)[C@@H]5CC[C@]43C)[C@@H]12 | -5.0*
COc1cc(-n2cc(C#N)c(N)c2C(=O)c2ccc(C#N)cc2)cc(OC)c1OC | 104
COC(=O)c1oc2c(F)c(-c3ccc(C)cc3)c(-c3ccccc3)c(-c3ccccc3)c2c1N | 106
CC(C)c1ccc2c(c1)CCC1C2CCCC1(C)NCc1ccccc1 (configuration not stated) | 23
Cc1cc(NS(=O)(=O)c2ccc(NC(=O)COc3ccc(-c4cc5ccccc5[nH]4)cc3)cc2)no1 | 7.9*
Cn1c(N)cc(=O)[nH]c1=S | 103
O=C(Nc1ccc(OS(=O)(=O)c2ccccc2)cc1)C12CC3CC(CC(C3)C1)C2 | 37
O=C(NCn1c(=O)[nH]c2ccccc2c1=O)NNc1ccccc1 | 90
Going on with the list:
SMILES | HL-60(TB)
CCCCCCNc1nc(N2CCOCC2)c2[nH]c(NCCCCCC)nc2n1 | -55*
C/C(=N\O)c1ccccn1 | 112
CC1C2CCC(C2)C1OC(=O)c1ccccc1C(=O)O (configuration not stated) (tested in a mixture with another compound) | 96
CCCCCCNC(=O)Oc1ccc(/C(=C(\C)c2ccc(Cl)cc2)c2ccc(OCCCN(C)C)cc2)cc1 | 63
CCOc1ccc(N)c([N+](=O)[O-])c1 | 112
COc1cc2ccnc3c2c(c1OC)-c1ccncc1-3 | 102
COc1cc(-c2cc(C(=O)Nc3nc4ccc(Cl)cc4s3)nc3cc(-c4ccccc4)nn23)cc(OC)c1OC | 91
CN(C)c1ccc(C2C3CC4CCCCC4N3[C@@]3(C(=O)Nc4cc(Cl)ccc43)C2C(=O)c2nc3ccccc3[nH]2)cc1 (some centres not stated) | 76
CCN1[C@@H]2CC[C@H]1/C(=C\c1ccc(OC)c(OC)c1)C(=O)/C2=C/c1ccc(OC)c(OC)c1 | 25
CN1CC[C@@H]2[C@@]3(C)CC[C@H](O)C(C)(C)[C@@H]3CC[C@@]2(C)[C@]2(C)CC[C@@]3(CO)CCC(C)(C)C[C@@H]3C12 (some centres not stated) | 80
COC(=O)C(Cc1cccc(-c2ccc(Cl)nc2)c1)NC(=O)OCc1ccccc1 (configuration not stated) | 100
COc1cc(C(=O)/C=C/c2ccc3nc(-c4ccc(C(F)(F)F)cc4)sc3c2)cc(OC)c1OC | 98
CC(=O)O[C@H]1C[C@@]2(C)[C@@H](C[C@@H](O)[C@H]3[C@@]4(C)CC[C@H](NCCN)[C@@H](C)[C@@H]4CC[C@@]32C)/C1=C(\CCC=C(C)C)C(=O)O | 98
O=C(CN1C(=O)NC2NC(=O)NC21)N/N=C/c1ccccc1 (configuration not stated) | 99
Nc1nc2c(ncn2C2CCCC2)c(=O)[nH]1 | 111
C[C@@H]1NC(=O)[C@H](Cc2ccccc2)N(Cc2cccnc2)C1=O | 103
COc1ccc(C2=NN(c3nc(-c4ccc(OC)c(OC)c4)c(C#N)c(=O)n3C)C(=O)CC2)cc1 | 101
CC1=C(C(=O)NN)C(c2ccccc2)NC(=O)N1 (configuration not stated) | 107
O=C(O)CNc1ccc(Cl)cc1 | 82
Cc1ccc(-c2cn3c(nc4ccccc43)c(-c3ccc(Cl)cc3)n2)cc1 | 115

Rewritten with each value named: entries from further up.
> COc1ccc(C2=NN(c3nc(-c4ccc(OC)c(OC)c4)c(C#N)c(=O)n3C)C(=O)CC2)cc1
  HL-60(TB): 101

> CC1=C(C(=O)NN)C(c2ccccc2)NC(=O)N1 (configuration not stated)
  HL-60(TB): 107

> O=C(O)CNc1ccc(Cl)cc1
  HL-60(TB): 82

> Cc1ccc(-c2cn3c(nc4ccccc43)c(-c3ccc(Cl)cc3)n2)cc1
  HL-60(TB): 115

The listing continues:
SMILES | HL-60(TB)
Cc1ccc(S(=O)(=O)NCCCNc2cc(-c3cn(C(C)(C)C)nc3-c3cccc(F)c3)ccn2)cc1 | 71
O=C(Cn1nnc2ccccc21)N/N=C/c1ccc[nH]1 | 105
Nc1ccccc1-c1cc2c(c3c1[nH]c1ccccc13)CCCCC2 | 92
O=C(O)COc1cccc(Cl)c1 | 78
O=C(O)c1ccc(-n2cc(/C=N/Nc3ccc(F)cc3)c(-c3cccc(C(F)(F)F)c3)n2)cc1 | 34
COc1ccc(NC(=O)Nc2ccc(OCc3ccc(Cl)cc3)cc2)cc1 | 96
Cc1ccc(N=Nc2c(O)ccc3n[nH]nc23)cc1 | 61
O=[N+]([O-])c1ccc(C2Nc3cc(Cl)c(Cl)cc3S(=O)(=O)N2O)cc1 (configuration not stated) | 68
C#Cc1nc(C2=C(C)C(OC(C)=O)/C(=N/OC(C)=O)C2)cs1 (configuration not stated) | -44*
Cc1ccc(C2=NN(c3nc(-c4cc5ccccc5oc4=O)cs3)C(c3ccc(C)cc3)C2)cc1 (configuration not stated) | 91
COC(/C=C\C(OC)OC)OC | 107
Cc1cc(N=Nc2ccc(N=Nc3ccc(S(=O)(=O)O)cc3)cc2)cc(C(=O)O)c1O | 102
COC(=O)c1cc(-c2ccc(OC)cc2)[nH]c1N/N=C/c1c(Cl)cccc1Cl | -45*
Brc1cccc(-n2ncc3c(Nc4ccc(-c5nnc(-c6ccccc6)o5)cc4)ncnc32)c1 | 122
COc1cccc(C2C(C#N)=C(N)Oc3cc(N)ccc32)c1 (configuration not stated) | -19*
C#Cc1c(I)n(C2OC(CO[Si](C)(C)C(C)(C)C)C3OC(C)(C)OC32)c(=O)[nH]c1=O (configuration not stated) | 20
CC(=O)Nc1ccc2oc(=O)ccc2c1 | 68
Cc1cc(C(=O)C(C)C(=O)C(F)(F)F)c(C)s1 (configuration not stated) | 106
CCNC(=S)n1nc(SC)c(C(=O)OCC)c1N | 100
CCCCCC/C(C=O)=C\c1ccccc1 | 100
COc1ccc(CN2CCCN(Cc3ccc(OC)cc3)C2c2cc3ccccc3c3ccccc23)cc1 | 97
CN(C)C(=O)Cn1c(=O)[nH]c2ccccc2c1=O | 104
Nc1cc(S(N)(=O)=O)ccc1N1CCCC1 | 110
Cc1nn(-c2ccccc2)c(Cl)c1C1CC(c2ccc(Cl)cc2)=NN1c1ccccc1 (configuration not stated) | 108
O=C1c2ccccc2C(=O)N1CC[n+]1ccccc1 | 98
O=C(Cc1c(-c2ccccc2[N+](=O)[O-])n(-c2ncnc3c2c(-c2ccccc2)cn3-c2ccc(Cl)c(Cl)c2)[nH]c1=O)c1ccc(Cl)c(Cl)c1 | 88
C=C(C)[C@H]1C2=CC(C(=O)OC)=C(C[C@H](C(=C)C)[C@@H](O)[C@H]3O[C@@]34C(=O)O[C@@H]1[C@@H]4N(C)C)O2 | 103
ClC1(c2ccc(-c3ccccc3)cc2)c2ccccc2-c2ccccc21 | 86
C/C(=C(/c1ccc(Cl)cc1)c1ccc(OCCN2CCCCCC2)cc1)c1ccccc1 | 64
O=C(CCCCCCN1CC(=O)N2[C@@H](c3ccc(Cl)cc3Cl)c3[nH]c4ccccc4c3C[C@H]2C1=O)NO | 125
CCCCc1oc2ccc([N+](=O)[O-])cc2c1C(=O)c1ccc(C#Cc2ccccc2)cc1 | 80
Cc1ccc(S(=O)(=O)N(CC[C@@H]2C[C@H]2c2cc3ccccc3o2)Cc2cccc3cccnc23)cc1 | 106
Cc1ccnc(NC(=O)Cn2cc(COc3ncnc4c3cnn4-c3ccccc3)nn2)c1 | 103
CCOc1ccccc1C(=O)OCC(=O)Nc1cccc(S(=O)(=O)N(C)C)c1 | 86
CC(C)CCOc1ccc(-c2n[nH]c(C(F)(F)F)c2-c2cncc(C#N)c2)c(O)c1 | 3.6*
COc1ccc(C2=C3CCCCC3=NC3=CC=CCN32)cc1 | 92
COc1ccc([N+](=O)[O-])cn1 | 103
Cc1c(C(=O)Nc2nc3ccccc3s2)cnn1-c1ccccc1F | 83
CC1(C)CC(=O)C(Cn2cnc3ccccc32)C(=O)C1 | 101
CC(C)CC(=O)NC1CCCCC1 | 99

4 of the compounds above, with tabs:
compound	HL-60(TB)
COc1ccc(C2=C3CCCCC3=NC3=CC=CCN32)cc1	92
COc1ccc([N+](=O)[O-])cn1	103
Cc1c(C(=O)Nc2nc3ccccc3s2)cnn1-c1ccccc1F	83
CC1(C)CC(=O)C(Cn2cnc3ccccc32)C(=O)C1	101

Reformatted as labelled records: entries from further up
> Cc1cc(C(=O)C(C)C(=O)C(F)(F)F)c(C)s1 (configuration not stated)
  HL-60(TB): 106
> CCNC(=S)n1nc(SC)c(C(=O)OCC)c1N
  HL-60(TB): 100
> CCCCCC/C(C=O)=C\c1ccccc1
  HL-60(TB): 100
> COc1ccc(CN2CCCN(Cc3ccc(OC)cc3)C2c2cc3ccccc3c3ccccc23)cc1
  HL-60(TB): 97

Other entries:
SMILES | HL-60(TB)
O=C1c2ccccc2C(=O)C2C(=O)c3ccccc3C(=O)C12 (configuration not stated) | 111
COc1ccc(/C=C2/C(=O)ON=C2C)cc1 | 103
O=c1[nH]n(C(=S)N/N=C/c2ccccc2O)c(=O)c2ccccc12 | 102
O=c1cc(CSc2nnc(-c3ccccc3)n2-c2ccc(F)cc2)c2ccc3ccccc3c2o1 | 99
NC1=NC(=O)NC1(c1ccccc1)c1ccccc1 | 98
CC1(CCc2ccccc2)NC(=O)N(CC(=O)Nc2c(F)cccc2F)C1=O (configuration not stated) | 98

Assay outcomes from PubChem BioAssay.

A portion of the library; rates above refer to the full screens.
